# Bioassay records as filed in PubChem.
# Eya2 phos inh: qHTS Assay for Inhibitors of the Phosphatase Activity of Eya2 | Potency, µM (highest dose often 76.9 µM), inactives show top-dose activity, negative = inhibition, usual class: inhibitors | Protein phosphatase EYA2 (Homo sapiens), O00167 | 0.006% of 330,000 active | recombinant Eya2, OMFP fluorescence dephosphorylation (OMFP is methylfluorescein phosphate) | AID 488837, 2010; further: potency means the concentration at half of the fitted maximal effect; on the % scale 0 is the no-effect control and ±100 the full control effect
#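 Eya2 protein (added as 0.2 uM solution) was preincubated with compound for 10 min at ambient temperature in 50 mM HEPES pH 7.5, 50 mM NaCl, 5 uM MgCl2, 0.05% BSA, 1 mM DTT. OMFP (added at 50 uM) then reacted 10 min; fluorescence read at 485/525 nm.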
# Integrin act MD: qHTS for Activators of Integrin-Mediated Alleviation for Muscular Dystrophy; alpha7betagal myoblasts, beta-gal FDG fluorescence, 48 h; Potency, µM (doses to about 38.3 µM), for inactives: top-dose activation, usual class: activators; 0.064% of 350,000 active; AID 624291, 2012;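 further: potency means the concentration at half of the fitted maximal effect; 100% = response of the positive control SU9516; nearly all actives have a fitted effect of over 60% in size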
#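 alpha7betagal+/- myoblasts (passage 13, 250/well) treated 48 h at 37C with compounds at 1:260 dilution of DMSO stock. Lysed, then beta-galactosidase activity read as FDG fluorescence (ex 480/em 540) after 30 min, with pre-read for autofluorescence.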
# ELG1 genotoxic: qHTS screen for small molecules that induce genotoxicity in human embryonic kidney (HEK293T) cells expressing luciferase-tagged ELG1; HEK293T ELG1-luciferase reporter, luminescence, 16 h; Potency, µM (series often up to 46 µM), for inactives: top-dose activity change, positive = activation, hits mostly activators; 1.3% of 330,000 active; AID 504466, 2011; further: potency means the concentration at half of the fitted maximal effect; % of control where 0% means no effect; nearly all actives have a fitted effect of over 60% in size
#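 Genotoxic stress is detected as increased luminescence from luciferase-tagged ELG1 in HEK293T cells, measured with ONE-Glo after a 16 hr treatment at 37 °C.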
# PTAP TSG101 blk: qHTS Assay for Iinhibitors of HIV-1 Budding by Blocking the Interaction of PTAP/TSG101; Tumor susceptibility gene 101 protein (Homo sapiens), Q99816; Potency, µM (top dose mostly 115 µM), for the others: at the highest dose activity change, negative = inhibition, usual class: inhibitors; 340,000 tested, under 10 active; AID 493005, 2010; Fluorescence polarization, FITC-PTAP peptide / Tsg101 binding; active means well fitted inhibition curve with a large enough effect in the main read-out, with a control signal flat, not every such curve was filed as active; inconclusive means small, poorly fitted or top-dose-only effect, or effect the other way, or a change in a side signal; inactive means no such curve, though single readings can be large or run the other way; further: potency means the concentration at half of the fitted maximal effect; % of control where 0% means no effect
#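 Steps: Tsg101 binding domain dispensed (10 uM final), compounds pinned in DMSO, FITC-labeled PTAP-motif peptide added (50 nM final); after 20 min binding at room temperature, polarization measured.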
# S-ASM inh: Inhibitors of Secretory Acid Sphingomyelinase (S-ASM): qHTS | placental ASM, HMU-PC fluorogenic substrate, 60 min | Sphingomyelin phosphodiesterase (Homo sapiens), P17405 | Potency, µM (highest dose often 57.5 µM), without a hit: at the top dose activity change, negative = inhibition, most hits filed as inhibitors | 0.006% of 340,000 active | AID 504937, 2011; further: potency means the concentration at half of the fitted maximal effect
#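 qHTS format. ASM enzyme prepared from human placenta hydrolyses the fluorogenic substrate HMU-PC0 (9 uM final) over 60 min at 37 °C after a 10 min compound preincubation.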
# p53 reactivator: qHTS assay for re-activators of p53 using a Luc reporter | Potency, µM (top dose mostly 92.2 µM), for the others: at the highest dose activity change, positive = activation, most hits filed as activators | 0.063% of 320,000 active | H1299 p53-A138V BP100-luciferase reporter, luminescence, 24 h; further: potency means the concentration at half of the fitted maximal effect; % of control where 0% means no effect; nearly all actives have a fitted effect of over 45% in size
#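 H1299 (p53-null), stable ts p53-A138V + BP100-Luc; 1000 cells/well, Opti-MEM/10% FBS; cpd 4 pt, 1:5; 24 h, 37 deg C, 5% CO2; detection reagent 10 min RT; luminescence.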
# B2AR arrestin: qHTS assay of beta-arrestin-biased ligands of beta2-adrenergic receptor | AID 492947, 2010 | beta-arrestin recruitment to beta2AR, cell-based reporter | Potency, µM (series often up to 46.1 µM), for inactives: at the top dose activation, usual class: activators | 0.02% of 330,000 active;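 further: potency means the concentration at half of the fitted maximal effect; 0% = DMSO controls and full agonism = EC100 isoproterenol or metaproterenol; nearly all actives have a fitted effect of over 65% in size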
# TRPV1 agonist: HTS Assay for Compounds that Act as Agonists of the Vanilloid Receptor 1; 0.19% of 320,000 active; AID 540275, 2011; activation, % at 8.33 µM; Transient receptor potential cation channel subfamily V member 1 (Homo sapiens), Q8NER1; TRPV1-expressing cells, Fluo-8 calcium influx, agonist mode; in the data active means activation above about 80%; inconclusive means between about 30% and that limit; further: 0% is about no effect
# Target sequence (Q8NER1 whole entry, looked up): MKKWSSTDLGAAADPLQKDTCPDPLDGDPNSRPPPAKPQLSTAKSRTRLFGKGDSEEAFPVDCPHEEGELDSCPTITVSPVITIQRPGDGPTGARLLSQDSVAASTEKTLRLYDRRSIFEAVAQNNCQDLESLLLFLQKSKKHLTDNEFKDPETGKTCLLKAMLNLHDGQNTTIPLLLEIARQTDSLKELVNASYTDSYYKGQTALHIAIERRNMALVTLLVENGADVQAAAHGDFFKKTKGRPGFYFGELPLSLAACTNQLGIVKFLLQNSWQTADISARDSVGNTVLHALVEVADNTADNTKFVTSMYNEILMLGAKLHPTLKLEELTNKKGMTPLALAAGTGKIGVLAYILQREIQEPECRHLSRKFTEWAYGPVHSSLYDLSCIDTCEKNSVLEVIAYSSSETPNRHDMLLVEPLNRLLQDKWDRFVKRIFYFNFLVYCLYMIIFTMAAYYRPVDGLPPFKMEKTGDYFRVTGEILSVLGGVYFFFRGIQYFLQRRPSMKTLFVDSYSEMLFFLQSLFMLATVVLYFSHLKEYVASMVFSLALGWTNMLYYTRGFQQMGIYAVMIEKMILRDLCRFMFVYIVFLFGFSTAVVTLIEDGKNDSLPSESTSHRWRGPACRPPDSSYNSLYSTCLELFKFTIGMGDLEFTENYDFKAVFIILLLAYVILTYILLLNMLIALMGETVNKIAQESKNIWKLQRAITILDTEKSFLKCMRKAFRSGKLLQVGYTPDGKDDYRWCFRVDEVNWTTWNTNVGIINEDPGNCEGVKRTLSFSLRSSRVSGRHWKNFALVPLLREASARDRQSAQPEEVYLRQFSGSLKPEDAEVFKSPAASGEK
#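 TRPV1-expressing cells were cultured overnight at 35.5C and loaded with Fluo-8 calcium dye for 40 to 90 min at room temperature. After a 10 s baseline, compound was added and calcium influx was read kinetically for 3 min (ex 480/em 520 nm).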
# BRCA1 expr up: qHTS Assay to Identify Small Molecule Activators of BRCA1 Expression. MCF7-BRCA1-FFLuc reporter, luminescence, 48 h; response scale: scaled: vehicle 0%, 10 µM genistein 100%. Potency, µM (series often up to 46.1 µM), without a hit: at the top dose activation, actives largely listed as activators. 1.1% of 380,000 active. AID 624202, 2012; further: potency means the concentration at half of the fitted maximal effect; nearly all actives have a fitted effect of over 80% in size; some results filed as inactive show a strong effect at the top dose
#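 Luminescence from a BRCA1-driven firefly luciferase in MCF7 cells was the read-out, taken 15 min after substrate addition following 48 h compound exposure at 37 °C. Data were normalized to a 10 microM genistein control and DMSO vehicle.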
# USP2a block: qHTS Assay for Inhibitors of Ubiquitin-specific Protease USP2a Using CHOP2 as the Reporter; Ubiquitin carboxyl-terminal hydrolase 2 (Homo sapiens), O75604; USP2 core, Ub-CHOP2 coupled fluorogenic reporter, 485/531; Potency, µM (highest dose often 38.3 µM), for the others: at the highest dose activity change, negative = inhibition, actives largely listed as inhibitors; 0.01% of 330,000 active;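 further: potency means the concentration at half of the fitted maximal effect; plate controls were DMSO wells for no effect and full inhibition by NEM control for full effect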
#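 Cell-free coupled assay: 10nM USP2 core preincubated 30min RT with compound in Tris-HCl pH 8.0/CaCl2/CHAPS buffer, then 25nM Ub-CHOP2 and 25nM reporter substrate; fluorescence (Ex 485/Em 531) read after 60min RT, normalized to NEM inhibition, concentration-response curves fitted.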
# uPA generation: qHTS for Inhibitors of Cell Surface uPA Generation. cell surface uPA generation assay, qHTS. Potency, µM (series often up to 38.3 µM), without a hit: at the highest dose activity change, negative = inhibition, usual class: inhibitors. 0.31% of 330,000 active. AID 540303, 2011; active means well fitted inhibition curve with a large enough effect; inconclusive means small, poorly fitted or top-dose-only effect; inactive means no such curve, though single readings can be large or run the other way; tested in mouse RAW 264.7 cells; further: potency means the concentration at half of the fitted maximal effect; on the % scale 0 is the no-effect control and ±100 the full control effect; nearly all actives have a fitted effect of over 55% in size
# * hit, by the source's call; ? = inconclusive; . = no result given; [ ] = remark or other dose. Unless noted, the call rests on the fitted dose curve; in most records, active means well fitted curve in the direction sought with a large enough effect; inconclusive means small, poorly fitted or top-dose-only effect, or another doubt; inactive means no such curve, though single readings can be large; an effect the other way counts as inactive or inconclusive.
[1] CCCC(CCC(=O)OC)(C(=O)OCC)c1csc(N)n1 (configuration not stated)
[2] O=C(c1ccc(CS(=O)(=O)c2ccc(Br)cc2)o1)N1CCN(C2CCCCC2)CC1
[3] Cc1ccc(S(=O)(=O)N2CCC(C(=O)NCCCN3CCOCC3)CC2)cc1C
[4] Cc1cc(Br)ccc1NC(=O)CNC(=O)c1cnn(C)c1
[5] CC(C)[C@@H]1NC(=O)c2cc([N+](=O)[O-])cc(I)c2NCCC[C@@H](C(N)=O)NC(=O)[C@H](CO)NC1=O
[6] CC1(C)Oc2ccccc2OC1(O)c1ccc2ccccc2n1 (configuration not stated)
[7] Cc1ccc(N(Cc2cc3ccc(C)cc3[nH]c2=O)S(C)(=O)=O)c(C)c1
[8] Cc1ccc2nc(NC(=O)c3ccc(NS(=O)(=O)c4cccs4)cc3)sc2c1

Screen / compound no.	1	2	3	4	5	6	7	8
B2AR arrestin	-3.6%	0.7%	-0.3%	0.2%	-0.8%	-2.1%	0.1%	-0.2%
uPA generation	6%	.	-2%	-3%	9%	2%	-2%	2%
USP2a block	-3%	-1%	1%	-4%	2%	1%	-2%	1%
p53 reactivator	0%	0%	-5%	-4%	8%	-6%	-4%	?
ELG1 genotoxic	-3%	1%	2%	0%	-2%	-6%	-2%	9%
BRCA1 expr up	6%	.	1%	8%	7%	-16%	-13%	64%
Integrin act MD	23%	.	-18%	-3%	38%	12%	32%	-7%
Eya2 phos inh	5%	4%	-37%	-9%	6%	0%	-11%	-2%
PTAP TSG101 blk	-1%	.	-3%	-9%	.	-2%	-2%	0%
TRPV1 agonist	1	0	1	1	0	12	3	?
S-ASM inh	-2%	.	-5%	-2%	0%	-4%	-1%	2%

[9] Cn1c(N)c(C(=O)COC(=O)CCCN2C(=O)c3ccccc3C2=O)c(=O)n(C)c1=O
[10] CC(C)[C@H](NC(=O)Nc1ccccc1F)C(=O)O
[11] COc1ccc(CNC(=O)CCc2ccc(S(=O)(=O)N3CCCCCC3)cc2)cc1OC
[12] COc1cc2cc(C(=O)N3CCN(Cc4ccc5c(c4)OCO5)CC3)[nH]c2cc1OC
[13] Cc1oc(=O)c(NC(=O)c2ccccc2)cc1C(N)=O
[14] CCC(C)[C@H](NC(=O)[C@@H]1Cc2c([nH]c3ccccc23)C2c3ccccc3C(=O)N21)C(=O)N1CCC[C@@H]1C(=O)O (some centres not stated)
[15] Cc1ccc(-n2c(C(C)C)nc3oc4ccccc4c(=O)c3c2=O)cc1
[16] COc1ccc(N2CCN(C(=O)NCc3ccc(OC)c(Cl)c3)CC2)cc1

Screen / compound no.	9	10	11	12	13	14	15	16
B2AR arrestin	0.1%	-0.1%	-0.2%	0.2%	0.1%	0.1%	5.2%	-0.2%
uPA generation	-1%	3%	?	-29%	3%	6%	?	6%
USP2a block	1%	0%	-1%	0%	2%	0%	0%	0%
p53 reactivator	0%	-4%	-3%	-3%	0%	13%	?	-2%
ELG1 genotoxic	0%	3%	-2%	-4%	0%	0%	?	5%
BRCA1 expr up	0%	16%	-22%	-100%	18%	-7%	46%	-22%
Integrin act MD	?	7%	-2%	17%	19%	11%	-33%	-7%
Eya2 phos inh	-8%	22%	-9%	-7%	-7%	19%	8%	-1%
PTAP TSG101 blk	-2%	-2%	-2%	0%	-3%	-3%	-1%	-1%
TRPV1 agonist	2	6	?	1	0	10	5	?
S-ASM inh	-2%	2%	.	3%	-1%	6%	0%	1%

[17] Fc1cc(F)c(C2SCCN2C(=S)Nc2cccc(C(F)(F)F)c2)c(F)c1 (configuration not stated)
[18] O=C1C=C(c2c(O)ccc3ccccc23)c2ccccc2C1=O
[19] CCCn1nnc(NC(=O)c2ccco2)n1
[20] CC1(C)OC2CCN3C(C(O)COS3(=O)=O)C2O1 (configuration not stated)
[21] CCN(CC)CCN(C(=O)c1ccc(C(=O)c2ccccc2)cc1)c1nc2c(OC)cccc2s1
[22] CN(C)c1ccc(C2CC(=O)OC3=C2C(=O)CC(C)(C)C3)cc1 (configuration not stated)
[23] CS(=O)(=O)Nc1ccc(S(=O)(=O)N2CCCCCC2)cc1
[24] Cc1ccc(-n2nc(C)c(NC(=O)CCl)c2C)cc1

Screen / compound no.	17	18	19	20	21	22	23	24
B2AR arrestin	0.4%	.	0.0%	-0.6%	0.0%	0.1%	-0.2%	7.8%
uPA generation	5%	-5%	6%	5%	3%	0%	1%	-8%
USP2a block	2%	.	-3%	3%	1%	0%	1%	7%
p53 reactivator	0%	.	29%	4%	?	1%	1%	-48%[inhibitor]
ELG1 genotoxic	-14%	.	7%	0%	-13%	0%	7%	-7%
BRCA1 expr up	-52%	-89%	64%	5%	8%	-13%	1%	-71%[inhibitor]
Integrin act MD	-59%[inhibitor]	-55%[inhibitor]	6%	18%	5%	20%	37%	-50%[inhibitor]
Eya2 phos inh	-14%	.	-18%	5%	4%	-2%	?	-6%
PTAP TSG101 blk	0%	0%	-5%	-6%	-1%	-6%	0%	3%
TRPV1 agonist	?	.	4	-2	2	-3	11	1
S-ASM inh	-2%	-11%	1%	-4%	-10%	4%	-2%	4%

[25] Cc1ccc(S(=O)(=O)N2CCCN(C)c3nc4ccccc4nc32)cc1
[26] CN(C)C(CNC(=O)Nc1cccc(Cl)c1)c1cccnc1 (configuration not stated)
[27] O=Cc1cn(CC(=O)N2CCCc3ccccc32)c2ccccc12
[28] O=C(CSc1nc(C2CCCCC2)n(-c2ccccc2)n1)NCCN1C(=O)CSC1=O
[29] CCC(C)n1nnc2c(=O)oc3ccccc3c21 (configuration not stated)
[30] N/C(=N\OC(=O)CCC1CCCC1)c1ccccn1
[31] COc1ccc(N(C)S(=O)(=O)c2cccc(C(=O)N3CCN(Cc4ccc5c(c4)OCO5)CC3)c2)cc1
[32] CCOc1ccccc1OCCCC(=O)N1CCN(S(=O)(=O)c2ccc(C)cc2C)CC1
[33] O=C(CN(Cc1ccccc1)S(=O)(=O)c1ccccc1)N/N=C/c1ccc([N+](=O)[O-])cc1
[34] CC1(C)C(=O)Nc2ccccc2N1C(=O)COC(=O)c1cccnc1

Screen / compound no.	25	26	27	28	29	30	31	32	33	34
B2AR arrestin	-0.1%	-0.1%	-0.9%	0.1%	-0.3%	-0.9%	0.5%	-0.1%	-0.2%	-1.6%
uPA generation	-1%	3%	-5%	3%	.	-5%	-12%	11%	1%	20%
USP2a block	1%	2%	3%	1%	1%	2%	1%	3%	-13%	1%
p53 reactivator	1%	-3%	-8%	0%	-4%	?	-1%	-10%	-1%	6%
ELG1 genotoxic	-4%	0%	-4%	1%	0%	?	-10%	-8%	-6%	1%
BRCA1 expr up	-41%	-6%	-38%	-15%	12%	7.1µM*	-35%	10%	-57%	-27%
Integrin act MD	23%	3%	-54%[inhibitor]	5%	15%	-25%	27%	-13%	-11%	23%
Eya2 phos inh	-8%	2%	8%	-5%	3%	-2%	21%	-12%	-5%	1%
PTAP TSG101 blk	-5%	-3%	-3%	-2%	-6%	4%	1%	-1%	-4%	-7%
TRPV1 agonist	19	-3	0	?	1	29	4	5	-11	1
S-ASM inh	136%[activator]	0%	0%	0%	-2%	-7%	2%	0%	-19%	0%
